LMPTP block = LMPTP (human) inhibition; recombinant LMPTP-A, OMFP fluorogenic substrate, fluorescence intensity; actives 0.22% (n = 360,000); inhibition, % at 20 µM; P24666;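 active means compounds that cut the enzyme signal by at least half of the control window in the single-dose screen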;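 further: plate controls were DMSO wells with enzyme plus substrate for no effect and substrate without enzyme for full effect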
Target sequence (P24666 whole entry, looked up): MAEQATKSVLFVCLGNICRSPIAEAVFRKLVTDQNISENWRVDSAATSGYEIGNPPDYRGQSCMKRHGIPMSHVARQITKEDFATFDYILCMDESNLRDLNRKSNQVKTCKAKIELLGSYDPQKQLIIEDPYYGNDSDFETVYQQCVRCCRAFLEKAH
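Test system: LMPTP-A phosphatase enzyme; input: 0.625 nM LMPTP-A final; reagent: OMFP substrate, 400 µM final; compound dosing: 20 µM single dose, 3% DMSO; incubation: 50 min dark incubation at room temperature; measured by: endpoint fluorescence intensity from OMFP dephosphorylation; measure: % inhibition relative to no-enzyme and uninhibited control wells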
NRP1-CendR mod = NRP-1/CendR interaction modulation. FAM-RPARPAR peptide binding to NRP-1, fluorescence polarization. actives 0.85% (n = 360,000). O14786. inhibition, % at 25 µM;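 active means inhibition or corrected inhibition above about 18%, plus a signal ratio from 0.5 to 1.5, limit read from the data, passing the limit was not always enough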; further: strong numbers were not always called active
E coli Lon inh = inhibitors of E. coli Lon protease; P0A9M0; purified E. coli Lon protease, fluorescence polarization; inhibition, % at 7.94 µM; actives 0.42% (n = 360,000); AID 602123; in the data active means inhibition above about 13%, passing the limit was not always enough;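 further: 0% = enzyme with probe and DMSO and 100% = no enzyme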
DNMT1 block = blocks human DNA methyltransferase DNMT1. P26358. DNMT1 molecular beacon, Hinp1I cleavage, fluorescence. inhibition (reported as % activation of signal), % at 10 µM. actives 0.83% (n = 360,000); in the data active means inhibition above about 50%
MsrA inhibitor = bovine MsrA inhibition; purified bovine MsrA, absorbance read-out; inhibition, % at 15.5 µM; actives 0.75% (n = 360,000); AID 651718; in the data active means inhibition above about 4.5%;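 further: 0% = vehicle wells with enzyme and 100% = reference inhibitor wells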
STEP inh = blocks human striatal-enriched tyrosine phosphatase; AID 588621; actives 0.25% (n = 360,000); inhibition, % at 20 µM; P54829; recombinant STEP, OMFP fluorogenic substrate, fluorescence;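 active means inhibition at 20 µM, scaled per plate between control wells, above about 37%, limit read from the data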;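 further: 0% = DMSO with enzyme and substrate and 100% = substrate only without enzyme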
Target sequence (P54829 whole entry, looked up): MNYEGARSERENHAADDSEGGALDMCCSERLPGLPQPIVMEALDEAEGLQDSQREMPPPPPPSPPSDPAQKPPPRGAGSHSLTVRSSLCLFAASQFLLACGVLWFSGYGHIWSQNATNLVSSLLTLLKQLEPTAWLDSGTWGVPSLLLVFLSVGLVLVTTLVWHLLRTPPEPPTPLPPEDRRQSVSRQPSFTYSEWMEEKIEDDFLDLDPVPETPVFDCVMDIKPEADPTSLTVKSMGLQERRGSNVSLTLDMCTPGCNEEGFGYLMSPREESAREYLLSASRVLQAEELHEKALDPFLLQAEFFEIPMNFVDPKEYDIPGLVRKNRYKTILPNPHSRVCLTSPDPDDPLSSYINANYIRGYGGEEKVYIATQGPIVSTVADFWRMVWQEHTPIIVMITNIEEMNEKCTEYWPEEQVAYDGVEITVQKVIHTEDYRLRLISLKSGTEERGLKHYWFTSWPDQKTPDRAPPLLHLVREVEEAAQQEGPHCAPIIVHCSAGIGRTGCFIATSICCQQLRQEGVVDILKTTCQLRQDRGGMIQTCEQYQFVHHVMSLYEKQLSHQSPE
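System: isolated STEP enzyme; schedule: 20 min enzyme reaction at room temperature, protected from light; medium: Bis-Tris buffer pH 6.0, 2.5 mM DTT, 0.005% Tween 20; signal: fluorescence, 480/540 nm; dosing: single compound dose of 20 µM, 1% DMSO final; also added: OMFP substrate, 25 µM final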
Scp-1 inhibitor = inhibitors of human Scp-1 phosphatase. inhibition, % at 20 µM. Q9GZU7. Recombinant Scp1, phosphopeptide, malachite green phosphate absorbance. actives 0.88% (n = 340,000);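 active means inhibition above about 50% at 20 µM, limit read from the data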;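 further: plate controls were DMSO wells with enzyme for no effect and wells lacking enzyme for full effect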
Target sequence (Q9GZU7 76-261 limits assumed): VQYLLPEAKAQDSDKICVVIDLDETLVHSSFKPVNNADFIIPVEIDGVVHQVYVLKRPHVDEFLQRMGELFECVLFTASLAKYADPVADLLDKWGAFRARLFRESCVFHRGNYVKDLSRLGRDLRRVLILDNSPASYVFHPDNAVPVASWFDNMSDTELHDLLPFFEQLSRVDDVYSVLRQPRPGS
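Test system: SCP-1 catalytic domain; Buffer or medium: Acidic Tris acetate buffer with magnesium and detergent; Also added: Phosphorylated 17-residue peptide substrate; Compound: single 20 µM dose, 1% DMSO; Schedule: enzyme reaction 45 min at room temperature, colour 5 min, stabilisation 30 min; Signal: Phosphate-binding colour reagent, absorbance read at 630 nm.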
bovine MsrA act = activators of bovine methionine sulfoxide reductase A; purified bovine MsrA, absorbance read-out; activation, % at 10.6 µM; actives 0.3% (n = 360,000); AID 602163; in the data active means activation above about 7.5%;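 further: 0% = vehicle and 100% = reference activator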
Tb MetRS inh = Trypanosoma brucei MetRS inhibition | inhibition, % at 11.9 µM | purified T. brucei MetRS, ATP depletion, Kinase-Glo luminescence | actives 0.4% (n = 360,000);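 active means inhibition above a per-plate cutoff of the control wells' mean inhibition plus 3 SD, cut at about 5.5% in these data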;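 further: 0% = DMSO wells median and 100% = median of wells with control inhibitor compound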
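technique = Kinase-Glo luminescence, ATP depletion format | system = purified MetRS (methionyl-tRNA synthetase) enzyme from Trypanosoma brucei | timing = 15 min preincubation, 2 h reaction, all 25 °C | evaluation = percent inhibition versus plate control medians | dosing = single dose, 11.9 µM final nominal, 0.9% final DMSO | also added = substrates ATP, L-methionine and bulk Escherichia coli tRNA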
SUMO1 PPI mod = modulators of human SUMO1-mediated protein-protein interactions; P63165; SUMO1 binding to a labelled peptide, TR-FRET, 1 h; inhibition, % at 20 µM; actives 0.33% (n = 360,000); AID 602429; in the data active means inhibition above about 37%
Target sequence (P63165 whole entry, looked up): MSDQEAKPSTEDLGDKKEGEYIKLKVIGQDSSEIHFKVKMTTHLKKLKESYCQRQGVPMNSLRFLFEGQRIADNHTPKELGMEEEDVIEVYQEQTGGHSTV
* hit, by the source's call.

Nc1nc2cc(S(=O)(=O)N3CCOCC3)ccc2o1 was read as LMPTP block 5.4, NRP1-CendR mod 18, E coli Lon inh 0, DNMT1 block 5, MsrA inhibitor 1.0, STEP inh 2, Scp-1 inhibitor -7, bovine MsrA act -1, Tb MetRS inh -0.2 and SUMO1 PPI mod -2.
`COC(=O)C1=C(C)Nc2ncnn2C1c1ccc(OC(=O)c2ccccc2)cc1` (stereo unspecified) gave LMPTP block -1.5, NRP1-CendR mod 9, E coli Lon inh 6, DNMT1 block 1, MsrA inhibitor 0.6, STEP inh -1, Scp-1 inhibitor -9, bovine MsrA act -4, Tb MetRS inh -0.5 and SUMO1 PPI mod 34.
O=C(NC1CCCCC1)C(c1ccc(C(F)(F)F)cc1)n1c(=O)c(-c2ccccc2)nc2ccccc21 (stereo unspecified) was read as LMPTP block -0.6, NRP1-CendR mod 6, MsrA inhibitor -0.5, Tb MetRS inh -0.1 and SUMO1 PPI mod 2.
O=C(C1CCCO1)N1CCN(C(=S)Nc2ccccc2Cl)CC1 (stereo unspecified) was read as LMPTP block -0.8, NRP1-CendR mod -1, E coli Lon inh -8, DNMT1 block 6, MsrA inhibitor -0.6, STEP inh 2, Scp-1 inhibitor 6, bovine MsrA act -12, Tb MetRS inh -1.0 and SUMO1 PPI mod -1.
For C/C(CC(=O)Nc1ccc2c(c1)OCCO2)=N\NC(=O)COc1ccc(Cl)c(C)c1 the results were LMPTP block 1.4, NRP1-CendR mod 8, E coli Lon inh 1, DNMT1 block -5, MsrA inhibitor -1.3, STEP inh 2, Scp-1 inhibitor -6, bovine MsrA act 5, Tb MetRS inh 0.3 and SUMO1 PPI mod 3.
`O=C(O)CCC(=O)c1ccc2c(c1)CCCC2` gave LMPTP block -0.9, NRP1-CendR mod -1, E coli Lon inh 9, DNMT1 block -1, MsrA inhibitor -0.2, STEP inh 0, Scp-1 inhibitor 2, bovine MsrA act -2, Tb MetRS inh -0.9 and SUMO1 PPI mod 0.
C/C(Cl)=C/Cc1c(C)[nH]c2c(ccc3ccccc32)c1=O was read as LMPTP block -3.2, NRP1-CendR mod -3, E coli Lon inh 1, DNMT1 block 1, MsrA inhibitor 2.7, STEP inh 0, Scp-1 inhibitor 4, bovine MsrA act -3, Tb MetRS inh -1.5 and SUMO1 PPI mod 7.
`C=CCC(NCCCO)c1cccc(OC)c1OC` (stereo unspecified) gave LMPTP block -1.1, NRP1-CendR mod -2, E coli Lon inh -5, DNMT1 block 11, MsrA inhibitor -1.2, STEP inh -2, Scp-1 inhibitor -12, bovine MsrA act -4, Tb MetRS inh -0.5 and SUMO1 PPI mod 2.
For Cc1nc2ncnn2c(C)c1CCC(=O)N1CCOCC1 the results were LMPTP block -1.5, NRP1-CendR mod -14, E coli Lon inh -7, DNMT1 block 6, MsrA inhibitor -0.3, STEP inh 0, Scp-1 inhibitor -2, bovine MsrA act 1, Tb MetRS inh -0.2 and SUMO1 PPI mod -2.
`COc1ccc(CNS(=O)(=O)c2ccc(F)c(C(=O)Nc3ccccc3OC)c2)cc1` gave LMPTP block 17, NRP1-CendR mod -70, E coli Lon inh -5, DNMT1 block 11, MsrA inhibitor 0.9, STEP inh 0, Scp-1 inhibitor -3, bovine MsrA act -3, Tb MetRS inh -0.5 and SUMO1 PPI mod -2.
Screening N#CCC(=O)Nc1ccc(C(=O)OCC(=O)Nc2ccc3ccccc3c2)cc1 returned LMPTP block 12, NRP1-CendR mod -26, E coli Lon inh -28, DNMT1 block -23, MsrA inhibitor 0.4, STEP inh 3, Scp-1 inhibitor 52*, bovine MsrA act -1, Tb MetRS inh -0.2 and SUMO1 PPI mod 12.
Screening NC(=S)N/N=C1/CCSc2ccc3ccccc3c21 returned LMPTP block 1.1, NRP1-CendR mod -3, E coli Lon inh 5, DNMT1 block 4, MsrA inhibitor 1.9, STEP inh 1, Scp-1 inhibitor 3, bovine MsrA act 0, Tb MetRS inh 0.2 and SUMO1 PPI mod -16.
O=C(Nc1ccc2nn(-c3ccccc3)nc2c1)c1ccco1 was read as LMPTP block 2.4, NRP1-CendR mod -14, E coli Lon inh -2, DNMT1 block -11, MsrA inhibitor 1.7, STEP inh -2, Scp-1 inhibitor -9, bovine MsrA act -5, Tb MetRS inh -0.7 and SUMO1 PPI mod -10.
C=CCc1ccccc1OCC(=O)N/N=C/c1ccc(OC(C)=O)cc1OC(C)=O was read as LMPTP block -1.7, NRP1-CendR mod 3, E coli Lon inh 5, DNMT1 block 5, MsrA inhibitor 1.2, STEP inh 2, Scp-1 inhibitor 8, bovine MsrA act -12, Tb MetRS inh 1.0 and SUMO1 PPI mod 3.
CCn1ncc(Cl)c1C(=O)Nc1cc([N+](=O)[O-])ccc1OC was read as LMPTP block 10, NRP1-CendR mod -1, E coli Lon inh 1, DNMT1 block 3, MsrA inhibitor 1.4, STEP inh -3, Scp-1 inhibitor -3, bovine MsrA act -10, Tb MetRS inh -1.2 and SUMO1 PPI mod 1.
`CC(C)C(=O)O/N=C(\N)c1ccccn1` gave LMPTP block -1.0, NRP1-CendR mod 6, E coli Lon inh -5, DNMT1 block 2, MsrA inhibitor 1.1, STEP inh 8, Scp-1 inhibitor -8, bovine MsrA act -4, Tb MetRS inh 0.7 and SUMO1 PPI mod 0.
Screening CCc1ccccc1NC(=O)C1CCCN(c2nccc(C)n2)C1 (stereo unspecified) returned LMPTP block -3.1, NRP1-CendR mod 5, E coli Lon inh 0, DNMT1 block 0, MsrA inhibitor 0.6, STEP inh -1, Scp-1 inhibitor 2, bovine MsrA act -2, Tb MetRS inh 0.0 and SUMO1 PPI mod -2.
Screening Cc1cc(C)n(CC(O)Cn2c3ccc(Cl)cc3c3cc(Cl)ccc32)c(=O)n1 (stereo unspecified) returned LMPTP block 0.5, NRP1-CendR mod -10, E coli Lon inh -7, DNMT1 block -4, MsrA inhibitor -0.1, STEP inh -6, Scp-1 inhibitor 2, bovine MsrA act -6, Tb MetRS inh -0.9 and SUMO1 PPI mod 7.
For O=C(COC(=O)c1cccc(S(=O)(=O)N2CCOCC2)c1)Nc1ccc(Cl)cn1 the results were LMPTP block 1.0, NRP1-CendR mod -15, E coli Lon inh 2, DNMT1 block -1, MsrA inhibitor 0.2, STEP inh 0, Scp-1 inhibitor -8, bovine MsrA act 0, Tb MetRS inh -0.2 and SUMO1 PPI mod 4.
O=S(=O)(c1ccccc1)N1CCC(=NO)CC1 was read as LMPTP block 0.0, NRP1-CendR mod -1, E coli Lon inh 3, DNMT1 block -1, MsrA inhibitor -1.2, STEP inh 2, Scp-1 inhibitor -5, bovine MsrA act -4, Tb MetRS inh -0.1 and SUMO1 PPI mod 2.
For NC(=O)C1(Nc2ccc(-c3ccccc3)cc2)CCCC1 the results were LMPTP block -0.6, NRP1-CendR mod -11, E coli Lon inh -10, DNMT1 block -9, MsrA inhibitor -0.4, STEP inh -4, Scp-1 inhibitor -8, bovine MsrA act -1, Tb MetRS inh -0.2 and SUMO1 PPI mod 5.
Screening Cc1cc(C(=O)NC2CCCN(Cc3ccccc3F)C2)no1 (stereo unspecified) returned LMPTP block -0.5, NRP1-CendR mod 8, E coli Lon inh 4, DNMT1 block 1, MsrA inhibitor 1.2, STEP inh 1, Scp-1 inhibitor -11, bovine MsrA act -1, Tb MetRS inh -0.3 and SUMO1 PPI mod -4.
For Brc1cccc(-c2nc3c4ccccc4ccn3c2CC2CCCCC2)c1 the results were LMPTP block 5.6, NRP1-CendR mod -14, E coli Lon inh -15, MsrA inhibitor 0.1, bovine MsrA act -2, Tb MetRS inh -0.6 and SUMO1 PPI mod -1.
NC(c1ccccc1)c1csc(NC(=O)NCCc2ccccc2)n1 (stereo unspecified) was read as LMPTP block -0.7, NRP1-CendR mod -13, E coli Lon inh -7, DNMT1 block -3, MsrA inhibitor 0.6, STEP inh 3, bovine MsrA act -1, Tb MetRS inh 0.4 and SUMO1 PPI mod 1.
`CCOc1ccc(OCc2cccc(C(=O)O)c2)cc1` gave LMPTP block -1.7, NRP1-CendR mod 3, E coli Lon inh -5, DNMT1 block 3, MsrA inhibitor -1.8, STEP inh 3, Scp-1 inhibitor 0, bovine MsrA act -2, Tb MetRS inh 0.2 and SUMO1 PPI mod 0.
O/N=C1\CCCC\C1=C/c1ccccc1 was read as LMPTP block -1.4, NRP1-CendR mod -8, E coli Lon inh -11, DNMT1 block 7, MsrA inhibitor -0.3, STEP inh -4, Scp-1 inhibitor -7, bovine MsrA act -3, Tb MetRS inh -0.7 and SUMO1 PPI mod -1.
Screening CC1(C)CC(=O)C2=C(C1)NC1=C(C(=O)c3ccccc31)C2c1ccccc1 (stereo unspecified) returned LMPTP block 1.7, NRP1-CendR mod -8, E coli Lon inh -7, DNMT1 block -2, MsrA inhibitor 1.8, STEP inh 0, Scp-1 inhibitor -12, bovine MsrA act -3, Tb MetRS inh 0.0 and SUMO1 PPI mod -22.
CC1(c2nnc(-c3cccc(Cl)c3)o2)CC(c2ccc(F)cc2)=NO1 (stereo unspecified) was read as LMPTP block 1.5, NRP1-CendR mod 18, E coli Lon inh -10, DNMT1 block 5, MsrA inhibitor 1.3, STEP inh 0, Scp-1 inhibitor 3, bovine MsrA act -3, Tb MetRS inh -0.4 and SUMO1 PPI mod 3.
For O=c1c(-c2ccccc2)c(O)c2cccc3c2n1CCC3 the results were LMPTP block -0.4, NRP1-CendR mod -5, E coli Lon inh -9, DNMT1 block 0, MsrA inhibitor 1.1, STEP inh 3, Scp-1 inhibitor -8, bovine MsrA act -3, Tb MetRS inh 0.1 and SUMO1 PPI mod 1.
`O=C(OCc1nnc(-c2ccccc2)o1)C12CC3CC(CC(Br)(C3)C1)C2` gave LMPTP block 4.0, NRP1-CendR mod 8, E coli Lon inh 4, DNMT1 block -1, MsrA inhibitor 0.2, STEP inh 2, Scp-1 inhibitor -15, bovine MsrA act -2, Tb MetRS inh -0.6 and SUMO1 PPI mod -6.
`Cc1noc(C)c1C(=O)OCC(=O)NC(=O)c1ccc(C(C)(C)C)cc1` gave LMPTP block 1.0, NRP1-CendR mod -10, E coli Lon inh 0, DNMT1 block -1, MsrA inhibitor 0.1, STEP inh 2, bovine MsrA act 3, Tb MetRS inh -0.1 and SUMO1 PPI mod -3.
For CN(C)Cc1c(O)ccc2occ(C(O)c3ccccc3)c12 (stereo unspecified) the results were LMPTP block 0.9, NRP1-CendR mod 0, E coli Lon inh -8, DNMT1 block 0, MsrA inhibitor 2.5, STEP inh -1, Scp-1 inhibitor -14, bovine MsrA act -5, Tb MetRS inh -0.5 and SUMO1 PPI mod -3.

High-throughput results from PubChem BioAssay.
